Compound activity deposited in PubChem by National Center for Advancing Translational Sciences (NCATS).
p53null 32C kill – qHTS Screen for Compounds that Selectively Target Cancer Cells with p53 Mutations: Cytotoxicity of p53 Null Cells at the Permissive Temperature | Potency, µM (doses to about 46.1 µM), for inactives: at the top dose activity change, negative = cytotoxicity, actives largely listed as cytotoxic | AID 903, 2007 | H1299-neo p53 null cells, ATP luminescence, 24 h, 32C | hit rate 0.62% among 55,000;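 note: 0% = DMSO only and -100% = full killing by 100 µM tamoxifen; nearly all actives have a fitted effect of over 55% in size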
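H1299-neo (p53-null) cells, 600/well, were pre-incubated overnight at 37C, then exposed to compounds at up to 46 uM for 24 hr at 32C. Viability was measured as ATP content by luminescence, and AC50 values came from Hill fits.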
NTMT1 inhibitor – Primary qHTS for Inhibitors of N-terminal methyltransferase 1 (NTMT1): MTaseGlo Assay; N-terminal Xaa-Pro-Lys N-methyltransferase 1 (Homo sapiens), Q9BV86; NTMT1 MTase-Glo SAH luminescence, purified enzyme; Potency, µM (highest dose often 114 µM), for inactives: at the top dose activity change, negative = inhibition, actives largely listed as inhibitors; hit rate 2.5% among 59,000; AID 1645870, 2021;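 note: plate controls were DMSO vehicle for no effect and no enzyme for full effect; nearly all actives have a fitted effect of over 65% in size; many of its hits are not listed in these tables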
Target sequence (Q9BV86 whole entry, looked up): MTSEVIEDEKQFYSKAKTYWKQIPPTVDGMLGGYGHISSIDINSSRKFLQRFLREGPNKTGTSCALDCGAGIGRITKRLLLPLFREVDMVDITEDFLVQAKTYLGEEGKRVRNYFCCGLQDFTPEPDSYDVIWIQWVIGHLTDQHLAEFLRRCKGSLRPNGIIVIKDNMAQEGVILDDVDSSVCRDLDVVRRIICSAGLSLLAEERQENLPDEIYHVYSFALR
An asterisk follows results filed as active; ? = inconclusive; · = no result given; & = joins results of further samples; [ ] = another dose, or the depositor's remark. Calls come from the whole dose curve; as a rule, active = well fitted curve in the direction sought with a large enough effect; inconclusive = small, poorly fitted or top-dose-only effect, or another doubt; inactive = no such curve, though single readings can be large; an effect the other way counts as inactive or inconclusive. Potency is the fitted concentration of half-maximal effect. This is a subset; the hit share may differ from the screen's.

SMILES | p53null 32C kill | NTMT1 inhibitor
Cc1ccc(N[S+](=O)([O-])c2cc3c(cc2Cl)CCC(=O)N3)cc1Br | · | 6%
COc1ccc(C2Nc3ccccc3C(=O)N2Cc2cccc(Cl)c2)cc1COc1ccc(NC(C)=O)cc1 (stereo not given) | · | 30%
Cc1ccc(OCCn2c(CCNC(=O)c3ccccc3F)nc3ccccc32)cc1 | · | 14%
O=C(Oc1cccnc1)c1cccs1 | · | 16%
COc1cc(O)c(C(CC(=O)N2CC(C)CC(C)C2)c2ccc(C)cc2)c(OC)c1 (stereo not given) | · | 9%
CCCCCCNC(=O)Nc1nnc(-c2ccncc2)s1 | · | 3%
Cc1cc(-c2nnc3n2CCCCC3)c(C)n1-c1cccc(C#N)c1 | · | 18%
Cc1cc2c(s1)c1cnn(Cc3c(F)c(F)c(C)c(F)c3F)c(=O)c1n2C | · | -6%[57.5 µM]
COc1ccc(C2Nc3ccccc3C(=O)N2Cc2ccccc2)cc1Oc1ccc(NC(C)=O)cc1 (stereo not given) | · | 15%
CC(=O)Nc1sc2c(c1-c1ccc(C(F)(F)F)cc1)CCNC2 | · | -2%
O=C1CCCC2=C1C(c1[nH]ncc1Cl)N=C(Nc1nc3c(Br)cccc3o1)N2 (stereo not given) | · | 0%[57.5 µM]
CC(=O)c1ccc(N2CCN(S(=O)(=O)c3ccc4[nH]c(=O)oc4c3)CC2)cc1 | · | ?
COc1ccc2c(=O)n3nc(Nc4cccc(N5CCN(C)CC5)c4)sc3nc2c1 | · | ?
Cn1c2cc(B(O)O)sc2c2cnn(Cc3ccccc3F)c(=O)c21 | · | 17%
COc1ccccc1-c1nnc(SCC#CCOC(=O)c2ccc(F)cc2)o1 | · | -2%
Nc1ncnc2c1C(c1ccccc1)c1c(ccc3ccccc13)O2 (stereo not given) | · | -24%[57.5 µM]
CN(C)c1cccc(-c2cc(N3CCC(C(N)=O)CC3)ncn2)c1 | · | -7%[57.5 µM]
O=c1c2ccccc2nc2sc(Nc3cccc(Cl)c3)nn12 | · | -15%
CC(=O)[C@]1(N)Cc2c(O)c3c(c(O)c2[C@@H](O[C@H]2C[C@H](O)[C@H](O)CO2)C1)C(=O)c1ccccc1C3=O | · | 10%
CC(C)(C)OC(=O)N1CCN(c2ccc(NCc3occc3-c3ccc(C#N)cc3)cc2)CC1 | · | -8%
CC(=O)Nc1sc2c(c1-c1nccs1)CCNC2 | · | -2%[57.5 µM]
COc1ccc(C2Nc3ccccc3C(=O)N2Cc2ccccc2C(F)(F)F)cc1COc1ccc(NC(C)=O)cc1 (stereo not given) | · | 41%[activator]
O=[S+]([O-])(Nc1ccc(N2CCNCC2)cc1)c1ccc(NCc2cccc(Cl)c2O)cc1 | · | ?
O=C(Nc1ccc(S(=O)(=O)Nc2nccs2)cc1)C1CCC2(CCC2)CC1 | · | 8%
O=c1c2ccccc2nc2sc(NCc3ccc([S+](=O)([O-])c4ccccc4)cc3)nn12 | · | -1%
Cc1ccnc(NC(=S)N2CCCN(c3cccc(C(F)(F)F)c3)CC2)c1 | · | ?
COc1ccc(NC(=O)c2[nH]c(C)c(C(C)=O)c2C)cc1S(=O)(=O)Nc1ccc(C#N)cc1 | · | 7%
N#Cc1nc(Nc2cccc(C(F)(F)F)c2)nc(NC2CCCC2)n1 | · | 18%
CN(C)c1cccc(-c2nc(N3CCC(C(N)=O)CC3)ncc2F)c1 | · | -24%[57.5 µM]
Cn1ncc(-c2nnc(-c3ccccc3)n2CCCn2ccnc2)c1N | · | 19%

The final three compounds of the part above are carried over, then new ones follow:
SMILES | p53null 32C kill | NTMT1 inhibitor
N#Cc1nc(Nc2cccc(C(F)(F)F)c2)nc(NC2CCCC2)n1 | · | 18%
CN(C)c1cccc(-c2nc(N3CCC(C(N)=O)CC3)ncc2F)c1 | · | -24%[57.5 µM]
Cn1ncc(-c2nnc(-c3ccccc3)n2CCCn2ccnc2)c1N | · | 19%
Cc1ccc(OCCn2c(CCNC(=O)c3ccccn3)nc3ccccc32)cc1 | · | 13%
O=C(O)c1ccc(O)c2ncc(N3CCCCC3CCc3ccccn3)cc12 (stereo not given) | · | 15%
Cc1ccc(NC(=O)c2cnn3c(C)cc(C)nc23)c(C)c1 | · | 8%
Cc1ccc(OCCn2c(CCNC(=O)c3ccc(F)cc3F)nc3ccccc32)cc1 | · | 0%[57.5 µM]
CC1(C)CC(=O)C2=C(C1)NC(Nc1nc3ccccc3o1)=NC21CCCCC1 | · | 3%
COc1ccc(C2=Nn3c(nnc3-c3ccccc3C(F)(F)F)SC2)cc1O[C@H]1CCOC1 | · | -3%
O=[S+]([O-])(c1ccc2c(c1)OCCO2)N1CCN([S+](=O)([O-])c2c(Cl)cc(Cl)cc2Br)CC1 | · | 6%
O=C(O)c1ccc(O)c2ncc(NCC3CCCN(CCc4ccccc4)C3)cc12 (stereo not given) | · | 10%
CCc1nnc2sc(-c3ccc(C)c(NC(=O)c4ccc(-c5cccc(Cl)c5)o4)c3)nn12 | · | 2%
O=C(Nc1ccc2ccccc2c1)Nc1nnc(Br)s1 | · | 4%
COc1ccccc1-n1cnc2cc(C(=O)N3CCCCC3)ccc21 | · | 11%
COc1cccc(Nc2ccc(N3CCCCC3)cc2)c1OC | · | ?
CCC(=O)NC(c1cc(Cl)c2cccnc2c1O)C1CC1 (stereo not given) | · | 23%
COc1ccc(Nc2cc(O)c3ncccc3c2)cc1 | · | 7%
Cc1cc(C)nc(NC(=S)N2CCN(c3ccc4cn(C)nc4c3)CC2)c1 | · | ?

Five entries picked at random from those above:
SMILES | p53null 32C kill | NTMT1 inhibitor
CC(=O)c1ccc(N2CCN(S(=O)(=O)c3ccc4[nH]c(=O)oc4c3)CC2)cc1 | · | ?
Cc1ccnc(NC(=S)N2CCCN(c3cccc(C(F)(F)F)c3)CC2)c1 | · | ?
CN(C)c1cccc(-c2cc(N3CCC(C(N)=O)CC3)ncn2)c1 | · | -7%[57.5 µM]
CC(=O)[C@]1(N)Cc2c(O)c3c(c(O)c2[C@@H](O[C@H]2C[C@H](O)[C@H](O)CO2)C1)C(=O)c1ccccc1C3=O | · | 10%
COc1cc(O)c(C(CC(=O)N2CC(C)CC(C)C2)c2ccc(C)cc2)c(OC)c1 (stereo not given) | · | 9%

The list continues.
SMILES | p53null 32C kill | NTMT1 inhibitor
C=CCNC1=C2CC(C)CC(OC)C(O)C(C)/C=C(\C)C(OC(N)=O)C(OC)/C=C/C=C(\C)C(=O)NC(=CC1=O)C2=O (stereo not given) | · | -16%
O=C(/C=C/c1ccc(/C=C/C(=O)Nc2ccc(C3=NCCN3)cc2)cc1)Nc1ccc(C2=NCCN2)cc1 | · | ?
CN(C)CCNC(=O)NC[C@H]1CC[C@@H]2[C@H](O1)c1cc(C(F)(F)F)ccc1N[C@H]2c1ccccc1 | · | -14%
Cc1cc2c(s1)c1cnn(Cc3ccc(-c4ccccc4)cc3)c(=O)c1n2C | · | 14%
CCOc1cc2c(cc1OCC)CN(C(=O)c1cc3sccc3n1Cc1ccccc1)CC2 | · | 20%
Cc1nnc(-c2cnn(C)c2N)n1CCc1ccccc1 | · | 3%
N#Cc1nc(Nc2cccc(Cl)c2)nc(NC2CCCC2)n1 | · | -5%
O=C(Nc1cccc(-c2nn3c(=O)cc(N4CCNCC4)nc3s2)c1)c1ccon1 | · | -18%
O=C1CCc2cc(S(=O)(=O)Nc3ccc4ncccc4c3)ccc2N1 | · | 7%
COc1ccc(C2Nc3ccccc3C(=O)N2Cc2ccco2)cc1COc1ccccc1 (stereo not given) | · | 1%&-1%
COc1ccc(-c2nnc3n2N=C(c2ccccc2OC)CS3)cc1 | · | ?
Cn1c2ccsc2c2ncn(Cc3ccc(F)cc3)c(=O)c21 | · | 6%[57.5 µM]
O=C(Cc1ccccc1)Nc1sc2c(c1C(=O)Nc1ccc(Cl)cc1)CCOC2 | · | 0%
CONC(=O)c1ccccc1Nc1cc(Nc2cc(C)nn2C(C)C)ncc1Cl | · | -8%
Cc1ccc(-c2ccc(=O)n(CC(=O)N(C)[C@H](C)c3ccccc3)n2)cc1 | · | -2%
Cc1cccc(-c2ccc3ncnc(NCc4cc(C)cs4)c3c2)c1 | · | -2%
Nc1ccc(Cl)cc1C(=O)c1ccc[nH]1 | · | -7%
Cc1cc(NS(=O)(=O)c2ccc(NC(=O)Cc3ccc(Cl)cc3)cc2)no1 | · | 10%[57.5 µM]
COc1cccc(-c2nnc3n2N=C(c2c(OC)cccc2OC)CS3)c1OC | · | -15%
Cc1ccc(NC(=O)c2cnn3c(-c4ccccc4)cc(C)nc23)cc1 | · | 17%
Cc1nc(CCNc2ncnc3ccc(-c4ccc5c(c4)OCO5)cc23)cs1 | · | -21%
Cn1c2cc(B(O)O)sc2c2cnn(Cc3ccc(F)cc3F)c(=O)c21 | · | 4%
CC(C)(C)NC(=O)c1cncn1C1CCN(c2ccc(-c3nnc(C(F)(F)F)o3)cn2)CC1 | · | 13%
Cc1ccc2nc3sc(C(=O)NC4CCCCC4)cc3cc2c1 | · | -4%[57.5 µM]
CCOc1ccc(CCNC(=O)c2ccc(N3N=C(C)CC3=O)cc2)cc1OCC | · | 28%
COc1ccc2oc(NC3=NC(c4[nH]ncc4Cl)C4=C(CCCC4=O)N3)nc2c1 (stereo not given) | · | -8%
COc1cc(-c2csc(N3CCC(C(N)=O)CC3)n2)cc(OC)c1OC | · | -9%
O=C1Cc2cc(S(=O)(=O)N3CCN(c4ccc(Br)cc4)CC3)ccc2N1 | · | -3%
CC(C)(C)OC(=O)Cc1nnc(-c2nc3ccccc3[nH]2)o1 | · | -3%
O=C1c2ccccc2C(=O)N1Cc1cccnc1 | · | 13%
CN(C)CCCOc1ccc(-c2ccc3ncc4c(c3c2)n(C2CCOCC2)c(=O)n4C)cn1 | · | 0%[57.5 µM]
O=C1CCCC2=C1C(c1[nH]ncc1Cl)NC(=S)N2 (stereo not given) | · | 7%[57.5 µM]
Cc1nc(NCc2ccccc2)c2nc(-c3ccccc3)n(CCN(C)C)c2n1 | · | -2%
O=C(Nc1ncc(Cc2ccc(C(F)(F)F)cc2)s1)c1ccc(-c2cccc([N+](=O)[O-])c2)o1 | -8% | 19%

Four of the compounds above, comma-delimited:
canonical_smiles,p53null 32C kill,NTMT1 inhibitor
CN(C)CCCOc1ccc(-c2ccc3ncc4c(c3c2)n(C2CCOCC2)c(=O)n4C)cn1,·,0%[57.5 µM]
O=C(Nc1ncc(Cc2ccc(C(F)(F)F)cc2)s1)c1ccc(-c2cccc([N+](=O)[O-])c2)o1,-8%,19%
Cc1nc(NCc2ccccc2)c2nc(-c3ccccc3)n(CCN(C)C)c2n1,·,-2%
O=C1CCCC2=C1C(c1[nH]ncc1Cl)NC(=S)N2 (stereo not given),·,7%[57.5 µM]
